# High-throughput results: PubChem BioAssay, Sanford-Burnham Center for Chemical Genomics
# Hep lipid drop = modulators of hepatic lipid droplet formation; hit rate 0.4% among 240,000; AID 1656; inhibition, % at 6.5 µM; AML12 mouse hepatocytes, oleate lipid droplets, BODIPY imaging;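 active means lipid droplet intensity inhibited by at least 50%, with more than 500 cells counted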
#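 Material – mouse AML12 hepatocyte cell line, fixed after treatment · Compound dosing – one dose, 6.5 µM compound · Times – compound with oleate, overnight · Measured by – Image-based BODIPY and DAPI two-channel analysis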
# Hep lipid drop cells 6.5 µM = recorded beside Hep lipid drop, whose call it bears; cell count; measured here: cell count, cytotoxicity flag;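 cells counted across two imaged fields per well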
# Active calls of the source: *. These rows are one share of the data, so the mix of outcomes need not match the whole.
# Order of values: Hep lipid drop | Hep lipid drop cells 6.5 µM
Cc1cccc(C(=O)NCCC(=O)Nc2ccc(C)c(F)c2)c1
→ -1 | 825
O=C(CN1CCCCCC1)Nc1cc([N+](=O)[O-])ccc1Cl
→ -4 | 767
Cc1ccc(-n2c(SCC(=O)N3CCC(C(=O)O)CC3)nc3ccccc3c2=O)cc1C
→ -3 | 798
C[C@H](NC(=O)[C@@H]1Cc2ccccc2CN1)C(=O)NC1CCCC1
→ 14 | 709
N#Cc1cccc(NC(=O)CN2CCN(Cc3ccccc3)CC2)c1
→ 8 | 766
CC(C)(C(=O)N[C@H](CO)c1ccccc1)C(=O)N[C@H](CO)c1ccccc1
→ 1 | 896
O=C(CSc1nnc(NC(=O)C2CC(=O)N(c3ccccc3)C2)s1)NC1CCCC1 (configuration not stated)
→ 2 | 816
COc1ccc(/C(O)=C2/C(=O)C(=O)N(CCN3CCNCC3)C2c2cccc([N+](=O)[O-])c2)cc1 (configuration not stated)
→ -1 | 817
CCc1noc(N)c1C(=O)Nc1ccc(Cl)cc1
→ -26 | 793
COc1ccc2c(c1)c(CC(=O)OC(C)C(=O)N(C)C)c(C)n2C(=O)c1ccc(Cl)cc1 (configuration not stated)
→ -18 | 794
CC(=O)Nc1cc(C(=O)N(C)Cc2ccccc2)ccc1S(=O)(=O)c1ccc(C)cc1
→ 5 | 432
Oc1c(Br)cc(Br)cc1CNc1cccc2cccnc12
→ -3 | 798
Cc1ccccc1N1CC(C(=O)Nc2nnc(SCCC3OCCO3)s2)CC1=O (configuration not stated)
→ -5 | 784
COc1ccc(C(=O)NC(C)CCn2cccn2)cc1OC1CCN(C(C)C)CC1 (configuration not stated)
→ 18 | 642
O=C(O)[C@H](Cc1ccccc1)Nc1ccc([N+](=O)[O-])cn1
→ 12 | 820
COCCC(=O)N1CCC(Oc2ccc(C(=O)NCc3nccn3C)cc2)CC1
→ -7 | 848
Cc1ccc(S(=O)(=O)N2CCc3c2cc([N+](=O)[O-])cc3[N+](=O)[O-])cc1
→ 0 | 832
Cc1ccc(O)c([C@H](CCN(C(C)C)C(C)C)c2ccccc2)c1
→ 7 | 781
CCOC(=O)c1sc(NC(=O)CN2CCN(c3ccc(OC)cc3)CC2)nc1C
→ -1 | 880
Cc1ccc(CS(=O)(=O)c2ncc(Cl)c(C(=O)Nc3nnc(C(C)C)s3)n2)cc1
→ -25 | 665
N#Cc1c(Cl)nc(-c2ccncc2)nc1-c1ccccc1
→ 1 | 822
COc1ccc(-n2nnnc2SCC(=O)Nc2cccc(O)c2)cc1
→ -3 | 789
Cc1nnc(SCC(=O)Nc2sccc2C#N)s1
→ 1 | 711
COc1ccccc1N1CCN(CCCCN2C(=O)C3CCCCN3C2=O)CC1 (configuration not stated)
→ 3 | 807
COCCNc1nc2c(c(=O)n(Cc3cccc(Cl)c3)c(=O)n2C)n1C
→ 0 | 838
CC(CCN1CCC(n2nccc2NC(=O)c2ccccc2Cl)CC1)c1ccccc1 (configuration not stated)
→ 11 | 554
Cc1cccc(NC(=O)CCCc2ccccc2)c1
→ -9 | 870
CC(C(=O)N1CCN(c2ccccc2F)CC1)c1ccc([N+](=O)[O-])cc1 (configuration not stated)
→ 1 | 816
COc1ccccc1N1CCN(C(=O)c2cc(-c3ccc(F)cc3)[nH]c2C)CC1
→ -1 | 777
CCc1nn(CC(=O)NCCCc2ccccc2)c(=O)c2cc3c(OC)cccc3n12
→ -7 | 792
CCN(CC(=O)NCC1CCCO1)S(=O)(=O)c1ccc(Cl)cc1 (configuration not stated)
→ -1 | 706
COc1ccc(CNC(=O)CCCn2c(=S)[nH]c3cc4c(cc3c2=O)OCO4)cc1
→ 2 | 647
O=C(C[n+]1ccccc1)Nc1ccccc1[N+](=O)[O-]
→ 5 | 814
O=C(O)c1cc(Cl)c(Cl)cc1C(=O)NCc1ccco1
→ 0 | 793
CC(C)N1CCN(CCCc2ccccc2)CC1CCO (configuration not stated)
→ -2 | 812
CCC(Oc1ccccc1F)C(=O)NCCN1CCOCC1 (configuration not stated)
→ -12 | 823
CCOc1ccc(NC(=O)NNC(=O)c2cc3ccccc3cc2O)cc1
→ -2 | 819
O=S(=O)(Nc1ccc(Cl)cc1)c1cccc2nsnc12
→ 3 | 416
O=C(CN1CCCN(S(=O)(=O)c2ccc(F)cc2)CC1)Nc1cccc(F)c1
→ -3 | 779
O=C(c1cc(COc2ccc(F)c(F)c2)on1)N1CCOCC1
→ 3 | 614
COc1ccc(NC(=O)[C@H](NC(=O)[C@@H]2Cc3ccccc3CN2)c2ccccc2)cc1
→ 17 | 740
Cc1ccc(Cn2c(=N)c(C(=O)NCC3CCCO3)cc3c(=O)n4cccc(C)c4nc32)cc1 (configuration not stated)
→ -44 | 726
O=[N+]([O-])c1ccc(C(O)CSC(=S)N2CCCCC2)cc1 (configuration not stated)
→ 3 | 818
O=C1NC2=C(C(=O)CCC2)C(c2ccccc2Cl)N1 (configuration not stated)
→ -8 | 390
CCn1cc(C(=O)N[C@@H](CCSC)C(=O)NCCCn2ccnc2)c(=O)c2cc3c(cc21)OCO3
→ -19 | 702
COc1ccc(CCNC(=O)C(=O)NCC2OCCN2S(=O)(=O)c2ccc(OC)c(OC)c2)cc1OC (configuration not stated)
→ 21 | 754
CCOc1ccc(NC(=O)CN2CCN(CC(=O)Nc3ccccc3OC)CC2)cc1
→ -10 | 828
Cc1nc(-c2ccc(NC(=O)c3ccc(Br)o3)cc2)cs1
→ 11 | 844
CC(=O)c1ccc(NC(=O)Cc2ccsc2)cc1
→ -2 | 837
O=C(CN(Cc1ccccc1)S(=O)(=O)c1ccc(F)cc1)NCc1ccncc1
→ 13 | 767
Cc1cc(NC(=O)c2c(Br)cnn2C)no1
→ -2 | 795
CC(C)CCC(O)(c1ccccc1)C(CN1CCOCC1)c1ccccc1 (configuration not stated)
→ -21 | 773
Cc1ccc(NC(=O)c2cc(S(=O)(=O)N3CCCC3)c[nH]2)c(C)c1
→ -7 | 701
CCN(CC)S(=O)(=O)c1ccc(S(=O)(=O)N2CCCC(C(=O)NC3CC3)C2)cc1 (configuration not stated)
→ -4 | 808
Fc1ccccc1Nc1ncnc2c1nnn2Cc1ccccc1
→ -6 | 729
O=C(CCCn1c(SCC(=O)Nc2ccccc2Cl)nc2ccccc2c1=O)NCC1CCCO1 (configuration not stated)
→ -2 | 725
Cc1occc1C(=O)/C(C#N)=C/c1ccc(O)c(Br)c1
→ -3 | 787
O=C(NCc1cccnc1)Nc1cccc(C(F)(F)F)c1
→ 0 | 825
CC(C)c1ccc(NC(=O)NCc2ccc3c(c2)OCO3)cc1
→ -2 | 809
COc1ccc(CN(C)C(=O)c2ccc(COc3ccccc3)cc2)c(OC)c1
→ -42 | 744

# Additional records.
# Order of values: Hep lipid drop | Hep lipid drop cells 6.5 µM
CC(=O)c1cccc(NC(=O)c2cc(-c3ccco3)nc3ccccc23)c1
→ -2 | 816
COc1ccc(Br)cc1CN1CCN(C(=O)c2ccco2)CC1
→ -1 | 807
COC(=O)c1ccc(C(=O)N2CCCC(CNC(=O)c3ccc(F)cc3)C2)cc1 (configuration not stated)
→ 18 | 721
CC(C)c1c(C(=O)N/N=C/c2cccc(OCc3ccccc3)c2)nnn1-c1nonc1N
→ 21 | 671
COc1ccc(N2CCN(S(=O)(=O)c3ccc(-c4cc(C)no4)s3)CC2)cc1
→ -6 | 714
C/C(=N\Nc1ccc(Cl)cc1)c1ccncc1
→ 10 | 747
COc1ccc(NC(=O)c2cc(-c3ccco3)on2)cc1OC
→ -25 | 670
COc1ccc(N(CC(=O)NCc2ccco2)C(=O)CNS(=O)(=O)c2ccc(Cl)cc2)cc1
→ -2 | 759
CCOC(CCNC(=O)c1cn(C)c(=O)c2c1c1ccccc1n2C)OCC
→ 6 | 822
N#CC1=C(N)Oc2cc(O)ccc2C1c1ccc(Br)s1 (configuration not stated)
→ -1 | 801
CCOC(=O)C1=C(N)Oc2cc(O)ccc2C1c1ccccc1 (configuration not stated)
→ -2 | 760
CC(C)OCCCNc1ccc(N2C(=O)CCCC2=O)cc1[N+](=O)[O-]
→ 8 | 815
CCOC(=O)N1CCC(NC(=O)CS(=O)Cc2nc(-c3ccc(C)cc3)oc2C)CC1 (configuration not stated)
→ 7 | 679
CCC(=O)Nc1ccc(NC(=O)CSc2nnnn2Cc2ccccc2)cc1C
→ 3 | 747
COc1ccc(OCC(=O)NNC(=S)NC(=O)c2ccc(Br)o2)cc1
→ -9 | 705
CCOC(=O)CC1(NC(=O)c2cc(COc3ccc(F)c(F)c3)on2)CCCCC1
→ -12 | 750
COc1ccccc1N1CCN(S(=O)(=O)CCNC(=O)c2ccc(Br)o2)CC1
→ -18 | 774
O=[N+]([O-])c1ccc(S(=O)(=O)NCCS(=O)(=O)N2CCN(c3ccccc3)CC2)cc1
→ 22 | 711
Nc1c(Br)cc(Br)cc1CNC1CCC(O)CC1 (configuration not stated)
→ -2 | 766
COc1cccc(C(C(=O)NC2CCCCC2)N(C(=O)c2csnn2)C2CC2)c1 (configuration not stated)
→ -3 | 832

# Some of the entries above in a different format:
> CCOC(=O)C1=C(N)Oc2cc(O)ccc2C1c1ccccc1 (configuration not stated)
  Hep lipid drop: -2; Hep lipid drop cells 6.5 µM: 760
> CC(C)OCCCNc1ccc(N2C(=O)CCCC2=O)cc1[N+](=O)[O-]
  Hep lipid drop: 8; Hep lipid drop cells 6.5 µM: 815
> CCOC(=O)N1CCC(NC(=O)CS(=O)Cc2nc(-c3ccc(C)cc3)oc2C)CC1 (configuration not stated)
  Hep lipid drop: 7; Hep lipid drop cells 6.5 µM: 679
> CCC(=O)Nc1ccc(NC(=O)CSc2nnnn2Cc2ccccc2)cc1C
  Hep lipid drop: 3; Hep lipid drop cells 6.5 µM: 747

# The listing picks up, starting two compounds before the break.
# Order of values: Hep lipid drop | Hep lipid drop cells 6.5 µM
Nc1c(Br)cc(Br)cc1CNC1CCC(O)CC1 (configuration not stated)
→ -2 | 766
COc1cccc(C(C(=O)NC2CCCCC2)N(C(=O)c2csnn2)C2CC2)c1 (configuration not stated)
→ -3 | 832
CCN(CC)C(=O)c1ccc2c(=O)n(Cc3cccc(Br)c3)c(=S)[nH]c2c1
→ -17 | 845
Cn1ccsc1=NC(=O)c1ccc(=O)[nH]c1
→ 2 | 831
CCOC(=O)C1(CCOc2ccccc2)CCN(CC(O)CO)CC1 (configuration not stated)
→ 0 | 832
O=C1CSC(c2cccc(F)c2)N1c1c(F)cccc1F (configuration not stated)
→ -2 | 816
CCOC(=O)c1cc(NC(=O)N(C(C)C)C2CCCCC2)c(C)nc1C
→ 14 | 827
Cc1n[nH]c(C)c1CCN(C)C(=O)C1CCC(=O)N(CC2CCCCC2)C1 (configuration not stated)
→ 7 | 712
CSCC[C@H](NC(=O)[C@@H]1Cc2c([nH]c3ccccc23)C2c3ccccc3C(=O)N21)C(=O)NCC1CCCO1 (some centres not stated)
→ -9 | 812
C=CCNc1nc2ccccc2nc1NS(=O)(=O)c1ccc(OC)cc1
→ -7 | 401
O=C(c1ccc2oc(Cc3ccc(Cl)cc3)nc2c1)N1CCCCC1CCO (configuration not stated)
→ -16 | 670
Cc1ccc(C(=O)CCC(=O)N2CCN(c3ccc(F)cc3)CC2)cc1
→ -20 | 789
O=C(CN1CCN(c2cccc(Cl)c2)CC1)NCc1ccccc1
→ -2 | 775
Cc1ccc(C(=O)N/C(=C\c2ccc3c(c2)OCO3)C(=O)N2CCOCC2)cc1
→ 1 | 704
COc1ccccc1CNC(=O)CN1C(=O)COc2ccc(S(=O)(=O)N3CCCCC3)cc21
→ 5 | 690
CC(C)(C)c1ccc(/C=C/C(=O)NCCCn2ccnc2)cc1
→ 3 | 723
Cc1cccn2c(=O)c3cc(C(=O)NCCC4=CCCCC4)n(C)c3nc12
→ -2 | 636
O=C(CCl)N1CCN(S(=O)(=O)c2ccc3ccccc3c2)CC1
→ 1 | 746
O=c1[nH]c(C2CCCN(S(=O)(=O)c3ccccc3)C2)nc2c1nnn2Cc1ccc(OC(F)(F)F)cc1 (configuration not stated)
→ -19 | 647
C=CCOc1ccc(C2=NOC(C(=O)Nc3ccc4c(c3)OCCO4)C2)cc1OC (configuration not stated)
→ -11 | 640
O=C(c1ccc2nccnc2c1)N1CCCC(N2CCN(c3ccc(F)cc3)CC2)C1 (configuration not stated)
→ -1 | 693
Cc1ccccc1Nc1nnc(-c2ccc(C(=O)NCCO)cc2)c2ccccc12
→ -18 | 790
COc1ccc2oc(=O)c(C(=O)Nc3cccc(C(C)=O)c3)cc2c1
→ 12 | 774
Cc1ccc(-c2csc(NC(=O)c3ccc(F)cc3)c2C(=O)O)cc1
→ -13 | 833
CC(C)OCCCn1c(=O)c2ccccc2n2c(CCC(=O)NC3CCN(Cc4ccccc4)CC3)nnc12
→ -9 | 754
COC(=O)c1ccc(N=Nc2c(C)[nH]n(-c3ccccc3)c2=O)cc1
→ 0 | 803
Cc1cc(OCCOCCNCc2ccccc2)ccc1C(C)C
→ -4 | 799
O=c1[nH]cccc1-c1nc2ccccc2n1Cc1ccc(Cl)cc1
→ 10 | 844
COc1ccc(NC(=O)CSc2nc3ccccc3nc2N2CCCCC2)cc1
→ 73* | 723*
Cc1ccc(NS(=O)(=O)c2cc3c(cc2C)NC(=O)CO3)cc1
→ 8 | 717
COc1ccc(CCNS(=O)(=O)c2ccccc2[N+](=O)[O-])cc1OC
→ 0 | 820
Oc1cccc(/C=N/N=C/c2cccc(O)c2O)c1O
→ 6 | 753
COc1cccc(CNC(=O)CCNS(=O)(=O)c2ccc3[nH]c(=O)oc3c2)c1
→ -1 | 723
O=C(NCCCc1ccccc1)c1cncc(Br)c1
→ -16 | 796
Cc1cccc(C(=O)NC2CCN(CC(=O)Nc3ccccc3Cl)CC2)c1
→ -14 | 724
Cc1nc2cc(OCc3cc(C(=O)NC(C)c4cn(C)nc4C)no3)ccc2s1 (configuration not stated)
→ 2 | 818
O=C(CCS(=O)(=O)c1ccc(Cl)cc1)Nc1ccccc1Br
→ 5 | 813
CCc1ccc(NC(=O)CSc2nnc(CNC(=O)c3cccs3)o2)cc1
→ 17 | 727
